# aGlu spleen mod: lysosomal alpha-glucosidase (human) modulation; P10253; 240,000 tested, 0.006% active; human spleen homogenate, 4-MU-alpha-glucoside fluorescence; Potency, µM (top dose mostly 79.9 µM), without a hit: top-dose activity change, negative = inhibition, hits mostly inhibitors;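 also: 0% = enzyme with vehicle and -100% = no enzyme basal signal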
#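 Enzyme source: human spleen homogenate, 1 ug/well. Buffer 50 mM citric acid/K phosphate pH 5.0, 0.01% Tween-20. 4-MU-alpha-glucoside 1 mM; 37 C x 40 min; NaOH/glycine stop; fluorescence.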
# NPSR antag: neuropeptide S receptor (human) antagonism, cAMP; Q6W5P4; CHO-NPSR cells, cAMP TR-FRET, antagonist mode; Potency, µM (doses to about 38.3 µM), inactives show at the highest dose activity change, negative = inhibition, hits mostly inhibitors; 220,000 tested, 1% active; AID 1461; also: % is scaled to controls: 0 for no effect and ±100 for the full control effect; nearly all actives have a fitted effect of over 50% in size; many of its hits are not listed in these tables
# Target sequence (Q6W5P4 whole entry, looked up): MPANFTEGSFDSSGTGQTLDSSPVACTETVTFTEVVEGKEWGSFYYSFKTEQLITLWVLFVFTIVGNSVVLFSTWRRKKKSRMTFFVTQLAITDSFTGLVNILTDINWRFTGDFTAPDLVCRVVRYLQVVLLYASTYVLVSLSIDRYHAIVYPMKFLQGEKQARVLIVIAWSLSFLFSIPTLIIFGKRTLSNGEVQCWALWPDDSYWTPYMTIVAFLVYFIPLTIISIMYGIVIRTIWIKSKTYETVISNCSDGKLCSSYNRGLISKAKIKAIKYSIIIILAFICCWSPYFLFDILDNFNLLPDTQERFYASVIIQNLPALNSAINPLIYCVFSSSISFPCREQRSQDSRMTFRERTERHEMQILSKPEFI
# GAA inh: blocks human lysosomal alpha-glucosidase. P10253. purified human GAA, 4-MU-alpha-glucoside fluorescence. Potency, µM (titrated, usually from 76.9 µM), inactives show top-dose activity change, negative = inhibition, usual class: inhibitors. 200,000 tested, 0.005% active;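 also: plate controls were uninhibited enzyme wells for no effect and no-enzyme background for full effect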
#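 qHTS format, compound range up to 77 uM. Human lysosomal enzyme at 4 nM, 400 uM 4-MU glucoside substrate, pH 5.0, 20 min room temperature; fluorescence after alkaline stop gives activity normalized to controls.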
# GLA spleen mod: inhibitors or activators of human alpha-galactosidase in spleen homogenate; 240,000 tested, 0.008% active; P06280; human spleen homogenate, 4MU-alpha-Gal fluorescence, 40 min; Potency, µM (top dose mostly 80 µM), without a hit: at the top dose activity change, negative = inhibition, most hits filed as inhibitors;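 also: 0% = enzyme with vehicle and -100% = no enzyme basal signal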
#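 qHTS titration in buffer at pH 5.0. Alpha-galactosidase activity in spleen homogenate was measured via 4-methylumbelliferone release from 1 mM fluorogenic substrate after 40 min at 37C and a pH 10 stop. AC50 came from Hill fits of control-normalized data.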
# GAA glycogen mod: inhibitors or activators of human alpha-glucosidase glycogen cleavage | P10253 | recombinant GAA, glycogen substrate, Amplex Red glucose oxidase fluorescence | Potency, µM (doses to about 76.4 µM), without a hit: at the top dose activity change, negative = inhibition, usual class: inhibitors | 300,000 tested, 0.38% active | AID 2100;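 also: 0% = full enzyme reaction and -100% = no-enzyme basal signal; the screen sought inhibitors and activators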
#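 qHTS, 1536-well; enzyme 4 nM final; cpd up to 77 uM; substrate bovine liver glycogen 30 ug; 50 mM citrate/phosphate pH 5.0, 0.01% Tween-20; 37 C, 40 min; Amplex Red detection 45 min RT; Hill fit → AC50.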
# Epigenetic reg: derepresses silenced GFP reporter in murine cells; murine LDR cells, GFP reporter derepression, 30 h; Potency, µM (series often up to 53.9 µM), inactives show at the top dose GFP activation, most hits filed as activators; 280,000 tested, 0.2% active; AID 1865; also: % of control where 0% means no effect; nearly all actives have a fitted effect of over 60% in size
#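 Murine LDR cells carrying a silenced, genomically integrated CMV-driven GFP reporter were exposed to compound for 30 hours at 37 C. After PBS washes, GFP-positive cells (20–120 um objects) were counted by laser-scanning microplate cytometry.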
# ALDH1A1 inh: ALDH1A1 (human) enzyme inhibition | 220,000 tested, 7.3% active | AID 1030 | Potency, µM (top dose mostly 75.3 µM), inactives show top-dose activity, negative = inhibition, hits mostly inhibitors | Purified ALDH1A1, NADH fluorescence, propionaldehyde substrate | P00352; active = well fitted inhibition curve with a large enough effect, not every such curve was filed as active; inconclusive = small, poorly fitted or top-dose-only effect, or another doubt; inactive = no such curve, though single readings can be large or run the other way;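 also: plate controls were no enzyme wells and a reference inhibitor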
# Target sequence (P00352 whole entry, looked up): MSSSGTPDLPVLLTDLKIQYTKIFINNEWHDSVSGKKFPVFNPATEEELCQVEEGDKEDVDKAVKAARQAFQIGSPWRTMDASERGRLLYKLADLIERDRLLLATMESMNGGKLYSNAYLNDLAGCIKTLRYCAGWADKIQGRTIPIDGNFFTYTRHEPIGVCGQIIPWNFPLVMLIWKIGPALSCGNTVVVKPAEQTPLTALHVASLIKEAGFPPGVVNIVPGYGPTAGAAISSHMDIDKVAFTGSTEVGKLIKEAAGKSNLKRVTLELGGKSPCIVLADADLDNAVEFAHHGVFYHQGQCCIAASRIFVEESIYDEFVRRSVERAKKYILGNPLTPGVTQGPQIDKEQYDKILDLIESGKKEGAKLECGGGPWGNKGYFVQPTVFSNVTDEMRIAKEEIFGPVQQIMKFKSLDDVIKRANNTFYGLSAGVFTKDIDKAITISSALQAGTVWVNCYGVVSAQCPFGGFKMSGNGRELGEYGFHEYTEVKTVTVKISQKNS
# Tau fluor counter: counter-screen for tau fibril formation inhibitors; tau K18 P301L (four-repeat tau fragment) Alexa594 fluorescence, heparin fibrillization; Potency, µM (titrated, usually from 57.7 µM), for inactives: at the top dose activity change, negative = decrease; 280,000 tested, 0.93% active; AID 1463; also: % is scaled to controls: 0 for no effect and ±100 for the full control effect; nearly all actives have a fitted effect of over 55% in size
#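 Human K18 P301L tau (15 uM unlabeled plus 0.24 uM Alexa 594-labeled, final) in 100 mM sodium acetate pH 7 was mixed with compound and 20 uM heparin and incubated 6 hr at 37 C.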
# Starred values were filed as active, the others as inactive; ? = inconclusive; · = no result given; & = joins results of further samples; [ ] = another dose, or the depositor's remark. Unless noted, calls follow the shape of the dose curve; as a rule, active = well fitted curve in the direction sought with a large enough effect; inconclusive = small, poorly fitted or top-dose-only effect, or another doubt; inactive = no such curve, though single readings can be large; an effect the other way counts as inactive or inconclusive. Potency is read from the fitted curve at half-maximal effect. An excerpt, so the mix of outcomes need not match the whole.
# Every second line gives: aGlu spleen mod | NPSR antag | GAA inh | GLA spleen mod | GAA glycogen mod | Epigenetic reg | ALDH1A1 inh | Tau fluor counter
> O=C(CCc1ccccc1)NNC(=O)Cc1ccccc1
→ 0% | -13% | ? | -6% | 19% | 5.3% | 17% | -3%
> O=C(c1ccccc1)N1CCN(c2ncnc3c2cnn3-c2ccccc2)CC1
→ -4% | -14%[46.1 µM] | 9% | 6% | -4% | 1.1% | ? | -12%
> COc1ccc(N(C)C(=O)c2cc3c(s2)-c2c(C)cccc2OC3)c(OC)c1
→ -1% | -40% | · | -2% | -5% | -4.3%&1.1% | · | -14%&-12%
> COc1ccc(-c2nnc(CSc3nc4ccccc4c(=O)n3C)o2)cc1OC
→ 2% | -17%[46.1 µM] | 10% | 4% | -5% | -1.0% | 17% | -11%
> COC(=O)C1=C(C)N(c2ccc(C)c(C)c2)/C(=C/c2ccc(O)cc2)C1=O
→ -5% | -47% | ? | 8% | 2% | 1.3% | 3% | -24%
> CC(=C1C(=O)c2ccccc2C1=O)N1CCN(CCN=CC2=C(O)CC(C)(C)CC2=O)CC1
→ -3% | 0% | -7% | -4% | 11% | -0.7% | 14µM* | 1%
> CC(C)c1ccc(/C=N\NC(=O)c2ccc(Cn3cccn3)o2)cc1
→ -1% | 1% | -3% | -10% | 5% | -7.0% | ? | 0%
> CCOC(=O)c1cc(-c2ccccc2)nc2ccc(C)cc12
→ 0% | 6% | · | -17% | -13% | 1.1% | · | -19%
> CC(=O)Nc1ccccc1/C=C/c1ccc2c(C)cc(C)c(O)c2n1
→ -6% | -39% | 1% | -3% | 12% | 0.0% | 13% | -22%
> Cc1ccc(NC(=O)CN2C(=O)N/C(=C/c3cc(C)n(-c4cccc(C(=O)O)c4)c3C)C2=O)cc1
→ 5% | 5% | -12% | 3% | -12% | -6.8% | ? | -5%
> N#Cc1ccccc1N=Cc1ccc(Br)cc1
→ 1% | -1% | 8% | 4% | 9% | 0.0% | 0% | -3%
> CC(C)NS(=O)(=O)c1ccc(CCC(=O)Nc2ccc3c(c2)OCCO3)cc1
→ 5% | 15% | -2% | 5% | 10% | -1.1% | -3% | 0%
> CCOc1ccc(CCNC(=O)CCn2cccc2)cc1OCC
→ -6% | -17%[46.1 µM] | ? | -6% | -1% | -1.1% | 4% | -19%
> C/C(Cc1ccccc1)=N\NC(=O)CNC(=O)c1ccccc1Cl
→ -2% | 42% | · | 0% | -3% | 1.2% | · | -19%
> COc1ccc(-n2c(SCC(=O)Nc3nccs3)nc3c(c2=O)SCC3)cc1
→ -17% | -7%[46.1 µM] | 0% | 3% | -1% | 1.7% | 5% | -6%
> O=C(O)c1ccc2c(c1)C(=O)N(c1nccs1)C2=O
→ -1% | 12% | · | 0% | 6% | -1.4% | · | -8%
> Cc1cc(=O)n(CC(=O)Nc2cc(Cl)ccc2C)c(C(C)C)n1
→ 3% | 7% | 2% | -3% | 18% | -0.6% | -7% | -11%
> CN1CCN(CC(=O)NC23CC4CC(CC(C4)C2)C3)CC1
→ 8% | 17% | · | 4% | 3% | -5.9% | · | 8%
> C=CCNC(=S)/N=c1/scc(C)n1C
→ -3% | 8% | -2% | -4% | 11% | 0.2% | 7% | -9%
> CCn1nc(C)c(NC(=O)/C=C/c2ccc(OC)c(COc3ccc(Cl)cc3Br)c2)c1C
→ 0% | -21% | 3% | 8% | -3% | ? | 11% | -11%

# Five entries from above, arranged by the number in Epigenetic reg, largest number first:
smiles	Epigenetic reg
C/C(Cc1ccccc1)=N\NC(=O)CNC(=O)c1ccccc1Cl	1.2%
CCOC(=O)c1cc(-c2ccccc2)nc2ccc(C)cc12	1.1%
N#Cc1ccccc1N=Cc1ccc(Br)cc1	0.0%
CC(=C1C(=O)c2ccccc2C1=O)N1CCN(CCN=CC2=C(O)CC(C)(C)CC2=O)CC1	-0.7%
CCOc1ccc(CCNC(=O)CCn2cccc2)cc1OCC	-1.1%

# (further entries)
# Keys: A = aGlu spleen mod; B = NPSR antag; C = GAA inh; D = GLA spleen mod; E = GAA glycogen mod; F = Epigenetic reg; G = ALDH1A1 inh; H = Tau fluor counter
O=C(Nn1cnnc1)c1csc2ccccc12
  A: -3%	B: -8%[46.1 µM]	C: 0%	D: 2%	E: 1%	F: 2.4%	G: ?	H: 3%
O=S(=O)(c1cccs1)N1CCN(C/C=C/c2ccccc2)CC1
  A: -15%	B: -14%[46.1 µM]	C: -6%	D: 5%	E: -9%	F: -3.2%	G: ?	H: -11%
COC(=O)c1cc(C(=O)c2ccccc2)n2c(=O)/c(=C\N(C)C)sc12
  A: -4%	B: 14%	C: 2%[15.4 µM]	D: 1%	E: 3%	F: 0.9%	G: 3.2µM*	H: -7%
CCOC(=O)/C(=C/c1ccc(OC)cc1)NC(=O)c1ccco1
  A: -4%	B: 14%	C: 6%	D: -2%	E: 2%	F: -1.1%	G: -8%	H: 6%
CC(=O)Nc1ccc(S(=O)(=O)NC2(C(F)(F)F)NC(=O)N(c3ccc(Cl)cc3)C2=O)cc1 (stereo unspecified)
  A: -8%	B: 4%[46.1 µM]	C: 3%	D: 5%	E: 1%[76.3 µM]	F: -0.2%&0.0%	G: 12%	H: -11%&-1%
CCCCc1ccc(NC(=S)Nc2cccnc2)cc1
  A: -1%	B: 5%[46.1 µM]	C: -4%	D: 6%	E: 3%	F: 0.0%	G: ?	H: -23%
CCC(C)c1ccc(NC(=S)Nc2ccc(OC)c(OC)c2)cc1 (stereo unspecified)
  A: -16%	B: 11%	C: -4%	D: -29%	E: -10%	F: -0.1%	G: 28µM*	H: ?
CCOc1ccc(OCC)c(S(=O)(=O)N2CCCCC2C)c1 (stereo unspecified)
  A: -10%	B: -5%[46.1 µM]	C: -13%[15.4 µM]	D: -7%	E: 7%	F: 0.0%	G: 0%	H: -11%
CC(C)CCNC(=O)c1cc(-c2ccco2)nc2ccccc12
  A: 17%	B: -7%[46.1 µM]	C: ?	D: ?	E: 4%	F: -2.5%	G: ?	H: -3%
COc1ccc(Br)cc1S(=O)(=O)N1CCOCC1
  A: 9%	B: 0%[46.1 µM]	C: -5%	D: 5%	E: 6%	F: 0.9%	G: 12%	H: 0%
CCc1ccc(NC(=O)COC(=O)/C=C/c2c(C)nn(C3CCS(=O)(=O)C3)c2Cl)cc1 (stereo unspecified)
  A: -8%	B: -8%	C: -4%	D: -3%	E: 0%	F: 1.1%	G: ?	H: -16%
O=C(/C=C/c1cccc([N+](=O)[O-])c1)NCCc1ccc(F)cc1
  A: -2%	B: -13%	C: 3%	D: -2%	E: 5%	F: -0.9%	G: -10%	H: -17%
COc1ccc(Nc2nc(NCc3ccco3)nc(N/N=C/c3ccccc3F)n2)cc1
  A: -1%	B: -41%	C: -9%	D: -4%	E: 6%	F: 1.0%	G: ?	H: -27%
COC(=O)c1ccc(NC(=O)c2ccccc2NS(=O)(=O)c2ccccc2)cc1
  A: -6%	B: -18%[46.1 µM]	C: -3%	D: -8%	E: 2%	F: 0.1%	G: ?	H: -25%
COC(=O)CCNC(=O)Cn1cnc2sc3c(c2c1=O)CCCC3
  A: -4%	B: 18%	C: 0%	D: -7%	E: -13%	F: 1.1%	G: -7%	H: 0%

# In the list so far, two have an aryl thioether with sulfur outside any ring:
# Keys: A = aGlu spleen mod; B = NPSR antag; C = GAA inh; D = GLA spleen mod; E = GAA glycogen mod; F = Epigenetic reg; G = ALDH1A1 inh; H = Tau fluor counter
COc1ccc(-c2nnc(CSc3nc4ccccc4c(=O)n3C)o2)cc1OC
  A: 2%	B: -17%[46.1 µM]	C: 10%	D: 4%	E: -5%	F: -1.0%	G: 17%	H: -11%
COc1ccc(-n2c(SCC(=O)Nc3nccs3)nc3c(c2=O)SCC3)cc1
  A: -17%	B: -7%[46.1 µM]	C: 0%	D: 3%	E: -1%	F: 1.7%	G: 5%	H: -6%

# Further records.
# Keys: A = aGlu spleen mod; B = NPSR antag; C = GAA inh; D = GLA spleen mod; E = GAA glycogen mod; F = Epigenetic reg; G = ALDH1A1 inh; H = Tau fluor counter
CN(C)CCNc1nc(-c2ccco2)c2c(c1C#N)CC(C)(C)OC2
  A: -3%	B: 7%[46.1 µM]	C: -8%	D: 5%	E: 5%	F: -0.7%	G: ?	H: -2%
Cc1occc1C(=O)NNC(=S)Nc1ccccc1C(F)(F)F
  A: -6%	B: 21%	C: 1%	D: -5%	E: ?	F: -1.0%	G: -11%	H: -1%
O=c1[nH][nH]c2cc(=O)n(-c3ccc(Cl)cc3)nc12
  A: ·	B: -22%	C: ?	D: -8%	E: ?	F: 4.2%	G: -6%	H: -25%
CC1CCN(CCCNC(=O)C2CCN(S(=O)(=O)N3CCCCC3)CC2)CC1
  A: -17%	B: 7%[46.1 µM]	C: 3%	D: -2%	E: -1%	F: -0.9%	G: -3%	H: -1%
O=C(c1cccc(Cl)c1)N1CCN(C(=O)c2ccccc2F)CC1
  A: 3%	B: -5%[46.1 µM]	C: -8%	D: 9%	E: 0%	F: -2.1%	G: ?	H: 6%
C=CCNC(=O)CN(c1ccc(F)cc1)S(=O)(=O)c1ccc(OC)cc1
  A: 0%	B: -3%[46.1 µM]	C: 5%	D: -12%	E: 5%	F: -0.7%	G: 8%	H: 1%
CO/N=C(/C(=O)N[C@H]1C(=O)N2C(C(=O)O)=C(COC(C)=O)CSC12)c1csc(N)n1 (stereo partly specified)
  A: -17%	B: ·	C: ·	D: -25%	E: ·	F: -0.3%	G: ?	H: -13%
O=C(CCC1CCCC1)N[C@@H](Cc1ccc(O)cc1)C(=O)O
  A: -6%	B: -23%	C: ·	D: 3%	E: 18%	F: -4.8%	G: 7%	H: -1%
O=c1c(-c2ccccc2)coc2cc(O)cc(O)c12
  A: 13%	B: ·	C: ·	D: 13%	E: ·	F: 1.3%	G: 11µM*	H: ?
